Screening data from PubChem.
SENP6 inh = SENP6 protease inhibition | Q9GZR1 | Recombinant SENP6 catalytic domain, aminoluciferin luminescence | inhibition, % at 10 µM | hit rate 1.8% among 330,000 | AID 2599;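 active means inhibition above about 50% at the single tested dose, limit read from the data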;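 further: plate controls were DMSO wells with enzyme for no effect and DMSO wells lacking enzyme for full effect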
SENP7 inh = inhibitors of human SENP7 protease; recombinant SENP7, Z-RLRGG-aminoluciferin luminescence, 40 min; Q9BQF6; inhibition, % at 5 µM; AID 434973; hit rate 1.5% among 330,000;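 active means inhibition above about 50% at the single test dose, limit read from the data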;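 further: plate controls were DMSO with enzyme for no effect and no enzyme buffer wells for full effect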
Apaf-1 inh = human Apaf-1 inhibition | O14727 | reconstituted apoptosome caspase-3 activity, DEVD-Rh110 fluorescence | inhibition, % at 20 µM | hit rate 0.71% among 330,000 | AID 489030; active means inhibition of at least 40% at 20 µM;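 further: plate controls were DMSO wells for no effect and DEVD-CHO caspase inhibitor wells for full effect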
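Material: reconstituted apoptosome with Apaf-1, cytochrome c, caspase-9, procaspase-3, dATP. Technique: Rh110 fluorescence intensity. Buffer or medium: pH 7.5 Hepes buffer with CHAPS, BSA, DTT. Times: 30 min plus 50 min, RT.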
SENP1 inh = inhibitors of human SENP1 SUMO protease catalytic domain. Q9P0U3. hit rate 0.21% among 360,000. recombinant SENP1 catalytic domain, CyPet-SUMO1-YPet FRET cleavage. inhibition, % at 10 µM;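 active means inhibition at least 30% at 10 µM, raw YFP signal under a set limit, fluorescence ratio 0.5 to 1.5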;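 further: 0% = enzyme with DMSO and 100% = no enzyme wells; some results filed as inactive read as strong as hits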
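System: Recombinant human SENP1 catalytic domain, His6-tagged | Incubation: Enzyme reaction for 50 min at room temperature, dark | Medium: Tris pH 8 with BME, BSA, NP40 and catalase | Also added: 25 nM SUMO1 FRET substrate | Compound: 10 µM single point, 0.5% DMSO | Measured by: FRET fluorescence in CFP and YFP emission channels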
SENP8 block-1 = blocks human SENP8 cleavage of Nedd8 substrate. inhibition, % at 20 µM. recombinant SENP8, Nedd8 substrate fluorescence. AID 602440. hit rate 0.64% among 360,000. Q96LD8; in the data active means inhibition mostly above about 40%, no sharp cut-off; inactive means mostly below about 27%
Target sequence (Q96LD8 whole entry, looked up): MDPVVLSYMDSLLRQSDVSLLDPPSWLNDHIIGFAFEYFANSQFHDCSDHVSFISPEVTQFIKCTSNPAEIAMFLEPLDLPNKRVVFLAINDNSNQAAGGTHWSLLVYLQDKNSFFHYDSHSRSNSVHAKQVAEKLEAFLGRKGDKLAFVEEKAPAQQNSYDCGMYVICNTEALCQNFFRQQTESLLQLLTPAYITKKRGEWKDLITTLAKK
SENP8 block-2 = SENP8 protease inhibition | Q96LD8 | purified SENP8, Z-RLRGG-aminoluciferin cleavage, luminescence | inhibition, % at 10 µM | hit rate 1.2% among 330,000 | AID 2540; in the data active means inhibition above about 50%
PfG6PD inh = PfG6PD (Plasmodium falciparum) enzyme inhibition | AID 504690 | PfGluPho enzyme, NADPH resazurin-diaphorase fluorescence | inhibition, % at 20 µM | hit rate 0.78% among 350,000;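 active means inhibition reaching at least a set limit at 20 µM in the primary screen, cut at about 59% in these data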;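 further: 0% = DMSO wells with substrate and 100% = DMSO wells lacking glucose-6-phosphate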
HKDC1 inhibitor = HKDC1 (human) hexokinase inhibition. recombinant HKDC1, G6PDH/diaphorase resazurin coupled fluorescence. inhibition, % at 20 µM. hit rate 0.16% among 340,000. Q2TB90;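 active means inhibition above about 35% when tested at 20 µM, limit read from the data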;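 further: plate controls were DMSO wells with enzyme for no effect and DMSO wells lacking enzyme for full effect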
Target sequence (Q2TB90 whole entry, looked up): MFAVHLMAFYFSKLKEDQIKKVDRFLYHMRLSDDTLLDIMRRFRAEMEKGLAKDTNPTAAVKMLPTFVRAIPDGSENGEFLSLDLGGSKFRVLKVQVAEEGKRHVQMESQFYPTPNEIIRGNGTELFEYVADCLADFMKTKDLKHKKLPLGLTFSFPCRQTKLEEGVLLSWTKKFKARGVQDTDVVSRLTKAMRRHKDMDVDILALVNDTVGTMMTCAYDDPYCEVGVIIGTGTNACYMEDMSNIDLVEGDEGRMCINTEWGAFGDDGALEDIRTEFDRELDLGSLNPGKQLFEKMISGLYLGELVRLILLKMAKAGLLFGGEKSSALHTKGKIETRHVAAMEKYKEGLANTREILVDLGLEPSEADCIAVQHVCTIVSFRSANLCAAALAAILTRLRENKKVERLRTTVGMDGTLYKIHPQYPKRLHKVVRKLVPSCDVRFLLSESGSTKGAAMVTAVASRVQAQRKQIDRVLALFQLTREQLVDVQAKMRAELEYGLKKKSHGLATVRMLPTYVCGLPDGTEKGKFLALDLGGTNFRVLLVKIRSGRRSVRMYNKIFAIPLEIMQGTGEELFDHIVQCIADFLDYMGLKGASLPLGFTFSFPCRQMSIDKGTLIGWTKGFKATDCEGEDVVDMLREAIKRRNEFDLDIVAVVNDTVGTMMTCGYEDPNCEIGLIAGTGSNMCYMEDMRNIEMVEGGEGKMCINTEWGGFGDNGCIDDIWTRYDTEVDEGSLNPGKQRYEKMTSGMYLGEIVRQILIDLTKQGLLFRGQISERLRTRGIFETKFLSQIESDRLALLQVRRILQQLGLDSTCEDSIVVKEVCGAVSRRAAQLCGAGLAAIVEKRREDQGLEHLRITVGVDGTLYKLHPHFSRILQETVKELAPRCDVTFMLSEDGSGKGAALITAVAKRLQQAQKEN
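Assay system: recombinant HKDC1 hexokinase; detection: coupled resazurin fluorescence, excitation 525 nm, emission 613 nm; benchmarks: DMSO-plus-enzyme-mix negative control, buffer-substituted positive control; compound dosing: single 20 µM dose; schedule: 90 min at room temperature in dark; also added: glucose plus 1 mM ATP as hexokinase substrates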
Starred values were filed as active, the others as inactive. Random draw from the library. Share with any hit: about 3.6%.

Start of the listing, in advance (2 entries):
`O=Cc1ccccc1Oc1nc(N2CCOCC2)nc(N2CCOCC2)n1` gave SENP6 inh 5, SENP7 inh 2, Apaf-1 inh 1, SENP1 inh 1, SENP8 block-1 4, SENP8 block-2 3, PfG6PD inh -9 and HKDC1 inhibitor 4.
`Cc1nnn(C23CC4CC(CC(CC(=O)Nc5cccc(F)c5)(C4)C2)C3)n1` gave SENP6 inh -14, SENP7 inh -5, Apaf-1 inh 7, SENP1 inh -2, SENP8 block-1 10, SENP8 block-2 -1, PfG6PD inh 19 and HKDC1 inhibitor -2.

Main list (from the top)
`O=Cc1ccccc1Oc1nc(N2CCOCC2)nc(N2CCOCC2)n1` gave SENP6 inh 5, SENP7 inh 2, Apaf-1 inh 1, SENP1 inh 1, SENP8 block-1 4, SENP8 block-2 3, PfG6PD inh -9 and HKDC1 inhibitor 4.
`Cc1nnn(C23CC4CC(CC(CC(=O)Nc5cccc(F)c5)(C4)C2)C3)n1` gave SENP6 inh -14, SENP7 inh -5, Apaf-1 inh 7, SENP1 inh -2, SENP8 block-1 10, SENP8 block-2 -1, PfG6PD inh 19 and HKDC1 inhibitor -2.
Oc1ccc(N2CCN(c3nc(-c4cccs4)nc4ccccc34)CC2)cc1 was read as SENP6 inh 10, SENP7 inh -7, Apaf-1 inh 2, SENP1 inh 1, SENP8 block-1 24, SENP8 block-2 -7, PfG6PD inh 60* and HKDC1 inhibitor 9.
O=C(NCCCN1CCN(c2ccccc2F)CC1)C1CCN(S(=O)(=O)N2CCOCC2)CC1 was read as SENP6 inh 3, SENP7 inh 6, Apaf-1 inh -3, SENP1 inh 0, SENP8 block-1 23, SENP8 block-2 0, PfG6PD inh -6 and HKDC1 inhibitor -3.
For CCN(C[C@H]1N[C@@](C)(C(=O)OC)[C@H]2C(=O)N(Cc3ccccc3)C(=O)[C@@H]12)C(=O)Nc1ccc(OC)cc1 the results were SENP6 inh -33, SENP7 inh -7, Apaf-1 inh -13, SENP1 inh 2, SENP8 block-1 10, SENP8 block-2 11, PfG6PD inh -1 and HKDC1 inhibitor 6.
O=C1SC(c2ccccc2)=N/C1=C/c1ccco1 was read as SENP6 inh -8, SENP7 inh 0, Apaf-1 inh -13, SENP1 inh -34, SENP8 block-1 -51, SENP8 block-2 -19, PfG6PD inh 11 and HKDC1 inhibitor -9.
For O=S(=O)(/N=C/c1c(O)ccc2ccccc12)c1cccs1 the results were SENP6 inh -4, SENP7 inh 7, Apaf-1 inh 15 and SENP8 block-2 7.
COc1ccc(-c2nc(CN3CCN(C(=O)c4ccco4)CC3)c(C)o2)c(OC)c1C was read as SENP6 inh -17, SENP7 inh 12, Apaf-1 inh 11, SENP1 inh -3, SENP8 block-1 -7, SENP8 block-2 -6, PfG6PD inh -1 and HKDC1 inhibitor -2.
`CCNc1nc(NC(C)(C)C)nc(N2CCCCC2)n1` gave SENP6 inh 3, SENP7 inh 3, Apaf-1 inh -9, SENP1 inh 3, SENP8 block-1 18, SENP8 block-2 -2, PfG6PD inh 14 and HKDC1 inhibitor -4.
Screening CCOC(=O)CN1NC2(CCCCC2)NC1=S returned SENP6 inh -26, SENP7 inh -10, Apaf-1 inh 11, SENP1 inh 2, SENP8 block-1 15, SENP8 block-2 -7, PfG6PD inh 21 and HKDC1 inhibitor -5.
Screening COc1ccc(CCNC(=O)CSc2nnc(-c3cccc(C)c3)o2)cc1OC returned SENP6 inh -4, SENP7 inh 4, Apaf-1 inh -10, SENP1 inh 3, SENP8 block-1 8, SENP8 block-2 1, PfG6PD inh -11 and HKDC1 inhibitor -2.
`COc1ccc(N2C(=O)C(CC(=O)Nc3ccc(F)cc3)N(CCc3ccc(OC)c(OC)c3)C2=O)cc1` (stereo not drawn) gave SENP6 inh 14, SENP7 inh 0, Apaf-1 inh 11, SENP1 inh 3, SENP8 block-1 30, SENP8 block-2 0, PfG6PD inh 3 and HKDC1 inhibitor -3.
Screening O=C(N/N=C/c1ccc2c(c1)OCO2)c1ccc(NC(=O)c2ccccc2Cl)cc1 returned SENP6 inh -25, SENP7 inh -3, Apaf-1 inh 8, SENP1 inh 3, SENP8 block-1 -283, SENP8 block-2 -2, PfG6PD inh -1 and HKDC1 inhibitor -7.
Screening COc1cc(OC)cc(-c2c(-c3cccs3)c3cc(-c4ccc(C(N)=O)cc4)ccc3n2C)c1 returned SENP6 inh 2, SENP7 inh 0, Apaf-1 inh -10, SENP1 inh -3, SENP8 block-1 -399, SENP8 block-2 10, PfG6PD inh 6 and HKDC1 inhibitor -3.
Screening O=C(c1cnn2c(C(F)F)cc(-c3ccccc3)nc12)N1CCCCC1c1cccnc1 (stereo not drawn) returned SENP6 inh -2, SENP7 inh 7, Apaf-1 inh 6, SENP1 inh -12, SENP8 block-1 -272, SENP8 block-2 -2, PfG6PD inh 4 and HKDC1 inhibitor -1.
`O=C(COC(=O)c1cc(=O)[nH]c2ccccc12)c1ccc(Br)cc1` gave SENP6 inh 11, SENP7 inh -12, Apaf-1 inh -25, SENP1 inh -31, SENP8 block-1 -199, SENP8 block-2 -4, PfG6PD inh 3 and HKDC1 inhibitor -4.
COc1ccc(Cl)cc1NC(=O)CN(C)CC(=O)Nc1c(C)n(C)n(-c2ccccc2)c1=O was read as SENP6 inh -9, SENP7 inh -10, Apaf-1 inh -2, SENP1 inh 1, SENP8 block-1 5, SENP8 block-2 -3, PfG6PD inh -8 and HKDC1 inhibitor -7.
Nc1ccc(C(=O)Nc2ccc3nc(-c4ccncc4)[nH]c3c2)cc1 was read as SENP6 inh -13, SENP7 inh 7, Apaf-1 inh -12, SENP1 inh -2, SENP8 block-1 -331, SENP8 block-2 2, PfG6PD inh 9 and HKDC1 inhibitor 13.
Screening CC(Oc1ccc2ccc(=O)oc2c1)C(=O)NC(Cc1c[nH]c2ccc(O)cc12)C(=O)O (stereo not drawn) returned SENP6 inh 0, SENP7 inh 2, Apaf-1 inh 12, SENP1 inh -1, SENP8 block-1 -35, SENP8 block-2 -8, PfG6PD inh 26 and HKDC1 inhibitor 5.
COc1cccc(CNC(=O)C2CCCN(S(=O)(=O)c3c(C)[nH]c(=O)[nH]c3=O)C2)c1 (stereo not drawn) was read as SENP6 inh 2, SENP7 inh 7, Apaf-1 inh -7, SENP1 inh 2, SENP8 block-1 10, SENP8 block-2 -2, PfG6PD inh 1 and HKDC1 inhibitor -2.
COc1cc(/C=C2/C(=O)NN(c3ccc(Cl)cc3)C2=O)cc(OC)c1O was read as SENP6 inh 15, SENP7 inh 6, Apaf-1 inh 9, SENP1 inh 7, SENP8 block-1 24, SENP8 block-2 -10, PfG6PD inh 13 and HKDC1 inhibitor 14.
COc1ccccc1-c1ccc(=O)n(CC(=O)NCC2CCCO2)n1 (stereo not drawn) was read as SENP6 inh 17, SENP7 inh -2, Apaf-1 inh -50, SENP1 inh 3, SENP8 block-1 10, SENP8 block-2 6, PfG6PD inh 3 and HKDC1 inhibitor -1.
`C[C@@H]1CN([C@H](C)CO)C(=O)Cc2cc(NC(=O)CCC(F)(F)F)ccc2O[C@@H]1CN(C)C(=O)NC1CCCCC1` gave SENP6 inh 8, SENP7 inh 9, Apaf-1 inh 13, SENP1 inh 2, SENP8 block-1 14, SENP8 block-2 3, PfG6PD inh -10 and HKDC1 inhibitor 3.
`CSc1ncccc1C(=O)NCC(c1ccco1)N1CCCCC1` (stereo not drawn) gave SENP6 inh 5, SENP7 inh -1, Apaf-1 inh -3, SENP1 inh -3, SENP8 block-1 -26, SENP8 block-2 -2, PfG6PD inh 7 and HKDC1 inhibitor -4.
For Cc1ccc2oc(=O)c(/C=C(\O)CC(C)C)nc2c1 the results were SENP6 inh -7, SENP7 inh -4, Apaf-1 inh 6, SENP1 inh -3, SENP8 block-1 4, SENP8 block-2 -13, PfG6PD inh 1 and HKDC1 inhibitor -4.
CC1CCCCC1NC(=O)C1CCN(S(=O)(=O)c2cccc3nonc23)CC1 (stereo not drawn) was read as SENP6 inh -29, SENP7 inh 2, Apaf-1 inh -2, SENP1 inh 1, SENP8 block-1 8, SENP8 block-2 7, PfG6PD inh -10 and HKDC1 inhibitor -8.
CCn1cc(S(=O)(=O)CC(=O)NC2CCCCC2)c2ccccc21 was read as SENP6 inh -10, SENP7 inh 3, Apaf-1 inh 4, SENP1 inh 0, SENP8 block-1 18, SENP8 block-2 0, PfG6PD inh 12 and HKDC1 inhibitor -2.
For Cc1ccc(C(=O)NCCCNC(=O)c2ccco2)cn1 the results were SENP6 inh 1, SENP7 inh 3, Apaf-1 inh -2, SENP1 inh 1, SENP8 block-1 9, SENP8 block-2 3, PfG6PD inh -10 and HKDC1 inhibitor -8.
Screening Cc1cc2c(SCC(=O)NCC3CCCO3)ncnc2s1 (stereo not drawn) returned SENP6 inh -11, SENP7 inh -6, Apaf-1 inh 2, SENP1 inh 0, SENP8 block-1 -2, SENP8 block-2 -1, PfG6PD inh -20 and HKDC1 inhibitor 3.
For C=CCOCCN(CCOCC=C)C1=NS(=O)(=O)c2ccccc21 the results were SENP6 inh -20, SENP7 inh 3, Apaf-1 inh -1, SENP1 inh -1, SENP8 block-1 20, SENP8 block-2 -1, PfG6PD inh 11 and HKDC1 inhibitor -2.
For CC(C)CN1CCN(CCCOC(=O)Nc2cccc3ccccc23)CC1C (stereo not drawn) the results were SENP1 inh -2, SENP8 block-1 -54, PfG6PD inh 21 and HKDC1 inhibitor -9.
For CC(=O)Nc1ccc(C(=O)OCC(=O)Nc2ccccc2Sc2ccccc2)cc1 the results were SENP6 inh -6, SENP7 inh -1, Apaf-1 inh -4, SENP1 inh 1, SENP8 block-1 5, SENP8 block-2 -1, PfG6PD inh 9 and HKDC1 inhibitor -4.
O=S(=O)(Nc1ccc(Cl)cn1)c1cnc(Cl)c(Br)c1 was read as SENP6 inh -1, SENP7 inh 3, Apaf-1 inh -1, SENP1 inh 1, SENP8 block-1 17, SENP8 block-2 -3, PfG6PD inh -24 and HKDC1 inhibitor -1.
Screening C[C@@H]1CN([C@@H](C)CO)C(=O)c2cc(NC(=O)C3CC3)ccc2O[C@H]1CN(C)C returned SENP6 inh 2, SENP7 inh 5, Apaf-1 inh -5, SENP1 inh 1, SENP8 block-1 13, SENP8 block-2 4, PfG6PD inh -8 and HKDC1 inhibitor -3.
Screening Cc1cccc(NC(=O)/C(C#N)=C/c2ccc(Cl)cc2)n1 returned SENP6 inh 5, SENP7 inh -3, Apaf-1 inh 7, SENP1 inh -3, SENP8 block-1 7, SENP8 block-2 -3, PfG6PD inh 6 and HKDC1 inhibitor 17.
Screening CCCCCCC(=O)N/N=C1\CCCc2ccccc21 returned SENP6 inh 5, SENP7 inh 0, Apaf-1 inh 10, SENP1 inh 2, SENP8 block-1 6, SENP8 block-2 -2, PfG6PD inh -6 and HKDC1 inhibitor -6.
Screening Cc1cc2cc(CNC(=S)NC3CCCCC3)ccc2n1C returned SENP6 inh -1, SENP7 inh 7, Apaf-1 inh 6, SENP1 inh -11, SENP8 block-1 -16, SENP8 block-2 -7, PfG6PD inh -4 and HKDC1 inhibitor -6.
`COc1ccc(/C(C)=N/NC(=O)c2ccc(CSc3nncn3C)cc2)cc1` gave SENP6 inh -11, SENP7 inh -7, Apaf-1 inh 9, SENP1 inh -1, SENP8 block-1 9, SENP8 block-2 0, PfG6PD inh -2 and HKDC1 inhibitor -12.
For O=C(Nc1ccc(S(=O)(=O)Nc2cnc3ccccc3n2)cc1)c1ccc([N+](=O)[O-])cc1Cl the results were SENP6 inh -8, SENP7 inh 10, Apaf-1 inh -7, SENP1 inh 2, SENP8 block-1 4, SENP8 block-2 3, PfG6PD inh 0 and HKDC1 inhibitor -6.
